Compound activity from PubChem BioAssay.
mcGAS inh – mouse cGAS inhibition by luminescence; actives 0.15% (n = 160,000); recombinant cGAS, Kinase-Glo ATP depletion luminescence; Q8C6L5; inhibition, % at 12.5 µM;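 note: 0% = negative control wells and 100% = reference inhibitor with no enzyme activity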
NPYLR7 ag – activates Aedes aegypti NPYLR7 receptor. HEK293T NPYLR7/Galpha15, GCaMP6s calcium fluorescence. activation, % at 10 µM. actives 0.15% (n = 270,000). AID 1259423; in the data active = activation above about 40%;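 note: 0% = vehicle and 100% = reference agonist at the receptor; some compounds past the cut are filed as inactive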
hcGAS inh – inhibitors of human cGAS | Q8N884 | recombinant h-cGAS, ATP depletion, Kinase-Glo luminescence | inhibition, % at 12.5 µM | actives 0.081% (n = 290,000) | AID 1259398;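 note: 0% = vehicle reaction and 100% = reaction without DNA for no activity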
Target sequence (Q8N884 whole entry, looked up): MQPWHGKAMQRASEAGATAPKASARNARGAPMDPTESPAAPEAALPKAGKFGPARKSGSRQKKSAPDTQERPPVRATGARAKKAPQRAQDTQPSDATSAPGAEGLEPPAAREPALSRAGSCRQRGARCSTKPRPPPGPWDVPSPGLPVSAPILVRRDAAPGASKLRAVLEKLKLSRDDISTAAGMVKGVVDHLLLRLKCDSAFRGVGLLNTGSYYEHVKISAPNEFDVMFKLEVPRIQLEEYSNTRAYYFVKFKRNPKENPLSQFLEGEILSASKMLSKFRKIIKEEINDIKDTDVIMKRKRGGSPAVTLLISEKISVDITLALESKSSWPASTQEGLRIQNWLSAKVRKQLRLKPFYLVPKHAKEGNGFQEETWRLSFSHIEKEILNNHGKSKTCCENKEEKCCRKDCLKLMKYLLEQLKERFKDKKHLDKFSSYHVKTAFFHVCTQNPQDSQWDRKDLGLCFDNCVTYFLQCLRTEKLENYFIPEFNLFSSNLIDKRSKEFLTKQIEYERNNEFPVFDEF
* hit, by the source's call; x = no result given; & = joins results of further samples. Cut-off read from the data, not from the text of the source, unless noted: active = inhibition above about 40%; inactive = the rest.

SMILES	mcGAS inh	NPYLR7 ag	hcGAS inh
CC(C)c1ccc(C(=O)N2CCn3nc(C(=O)N4CCCC4)cc3C2)c(=O)[nH]1	x	17	-7
COc1ccc(C(=O)Nc2ccc(-c3c(-c4cccc(OC)c4)nn(-c4ccccc4)c3OC(C)=O)cc2)cc1	-4	-1	-3
COc1cn(CC(=O)Nc2ccc(C(F)(F)F)cc2)c(CSc2nc(C)cs2)cc1=O	-9	-6	-8
C=CCSc1nnc(NC(=O)c2cccc(Cl)c2)s1	-1	-1	2
Cc1nc(CC(=O)N(Cc2ccc(C(=O)NC3CC3)cc2)C2CC2)sc1C	x	9	-9
COc1ccc(-c2cnc3ncnn3c2N2CCN(S(=O)(=O)c3ccc(Cl)cc3)CC2)cc1	-6	30	-3
Cc1cccc(N=P(N2CCCCC2)(N2CCCCC2)C(C)(C)C)c1C	x	-3	8
N#CCc1nc(-c2ccccc2)no1	x	-2	-9
Cc1cc(C)c(S(=O)(=O)N2CCN(Cc3cc(=O)oc4cc(C)c(C)cc34)CC2)c(C)c1	-5	-1	-1
CC(c1cccs1)N(C)Cc1cn2cc(Cl)cc(Cl)c2n1 (stereo unspecified)	x	7	0

Complete entries from above. Order of values: mcGAS inh	NPYLR7 ag	hcGAS inh
`Cc1nc(CC(=O)N(Cc2ccc(C(=O)NC3CC3)cc2)C2CC2)sc1C` is listed with x	9	-9
`C=CCSc1nnc(NC(=O)c2cccc(Cl)c2)s1` is listed with -1	-1	2
`Cc1cccc(N=P(N2CCCCC2)(N2CCCCC2)C(C)(C)C)c1C` is listed with x	-3	8
`COc1ccc(-c2cnc3ncnn3c2N2CCN(S(=O)(=O)c3ccc(Cl)cc3)CC2)cc1` is listed with -6	30	-3
`CC(C)c1ccc(C(=O)N2CCn3nc(C(=O)N4CCCC4)cc3C2)c(=O)[nH]1` is listed with x	17	-7

(next part)
SMILES	mcGAS inh	NPYLR7 ag	hcGAS inh
C=CCCC(O)(CCC=C)c1ccc(CN(CCOC)Cc2ccc3c(c2)OCO3)o1	-5	-3	-6
CCCn1c(CCNC(=O)C(C)(C)C)nc2ccccc21	-2	-5	6
Cc1[nH]ncc1C(=O)Nc1cc(C(C)(C)C)[nH]n1	-18	3	-12
CCOC(=O)c1cnc(-c2ccc(OC)cc2)nc1NCCCN(C)c1ccccc1	1	6	-1
CCOC(=NCc1ccc2c(c1)OCO2)NC(=O)c1cccc(C(F)(F)F)c1	-5	8	-3
COc1ccc(C(=O)Nc2ccc(Cl)c(-c3nc4cc(C)c(C)cc4o3)c2)cc1	-4	6	-3
CC(=O)NCCCc1ccc(-c2csc(NCc3ccco3)n2)cc1	x	19	-10
C#CCn1c(O)c(N=NC(=O)CNC(=O)c2ccncc2)c2ccccc21	-6	-3	-3
CC(CC(=O)N1CCC(c2nc(-c3ccc(Cl)cc3F)no2)CC1)CC(C)(C)C (stereo unspecified)	-2	9	-4
Cc1sc(NC(=O)C(C)(C)C)c(C(=O)O)c1C	-3	2&2	-2&-2
Cc1oc(C(=O)N2CCCCCC2CC(C)C)cc1S(N)(=O)=O (stereo unspecified)	x	4	-5
CCCCC(=O)N1CCc2c(sc3ncnc(N)c23)C1	x	-3	5
O=C(Cn1c(=O)oc2ccccc21)N1CCN(c2ccccc2O)CC1	x	-1	-7
O=C(Nc1ccc(-c2noc(-c3ccccc3[N+](=O)[O-])n2)cc1)c1ccco1	x	2	-1
CCCCC1CC(CSc2ncn[nH]2)OC1=O (stereo unspecified)	x	5	-7
O=C1OC(/C=C/c2ccc([N+](=O)[O-])cc2)=NC/1=C\c1c(F)cccc1Cl	x	-4	-3
COC(=O)C(CNC(=O)c1nccn2ccnc12)CC(C)C (stereo unspecified)	x	10	-11
C=C(C)Cn1c(=O)c2c(nc3n(-c4ccccc4)c(C)c(C)n23)n(C)c1=O	x	-3	-15
Cc1ccc(-c2cnc(C(O)c3cccc(C)c3C)[nH]2)cc1 (stereo unspecified)	x	17	5
O=C1CCCN1c1ccc(S(=O)(=O)NC2CCCc3occc32)cc1 (stereo unspecified)	-5	1	-7

Entries from the list above that have a tert-butyl group:
SMILES	mcGAS inh	NPYLR7 ag	hcGAS inh
Cc1cccc(N=P(N2CCCCC2)(N2CCCCC2)C(C)(C)C)c1C	x	-3	8
CCCn1c(CCNC(=O)C(C)(C)C)nc2ccccc21	-2	-5	6
Cc1[nH]ncc1C(=O)Nc1cc(C(C)(C)C)[nH]n1	-18	3	-12
CC(CC(=O)N1CCC(c2nc(-c3ccc(Cl)cc3F)no2)CC1)CC(C)(C)C (stereo unspecified)	-2	9	-4
Cc1sc(NC(=O)C(C)(C)C)c(C(=O)O)c1C	-3	2&2	-2&-2

(more compounds)
SMILES	mcGAS inh	NPYLR7 ag	hcGAS inh
O=C(Nc1ncccn1)c1ccc(S(=O)(=O)N2CCOCC2)o1	x	-6	-5
CCOc1ccccc1Oc1cncnc1-c1ccc(OC)cc1O	-8	3	-9
Cc1c(C(=O)N2CCOC(CCc3ccccc3)C2)cnc2cc(=O)[nH]n12 (stereo unspecified)	-11	x	-4
COC(=O)c1ccc(CNC(=O)COc2ccc(C(F)(F)F)cc2)cc1	x	-2	-6
COc1cc(C=c2sc(=CC(=O)c3ccco3)[nH]c2=O)cc(Br)c1O	7	27	-18
CC(CCc1ccc(O)cc1)NC1CCN(S(C)(=O)=O)CC1 (stereo unspecified)	x	-2	2
CC(C)(C)C(=O)CN	x	-2	-3
COCCCN(CC(=O)N(CCc1ccc(OC)c(OC)c1)Cc1sccc1C)S(=O)(=O)c1cc(Cl)ccc1Cl	0	-11	-4
COc1cccc(C2SCCN2C(=O)Nc2cc(C(F)(F)F)cc(C(F)(F)F)c2)c1OC (stereo unspecified)	-5	1	-7
CN(C)c1nc(CNC(=O)C2CCN(C(=O)C3CCCO3)CC2)cs1 (stereo unspecified)	-5	x	-11
CCCCN(C)c1c(C)nc2ccc(C(=O)NCCN3CCNC3=O)cn12	1	8	-1
CSc1ccc(OC(C)C(=O)NC2CCCC2n2ccnc2)cc1 (stereo unspecified)	x	0	-13
Nc1cc(N2C[C@H]3CC=CC[C@H]3C2)nc(N2CCOCC2)n1	-15	2	-2
CCN(CC)C(=O)[C@@H]1C[C@H](N)CN1C(=O)c1ccc(=O)[nH]c1	-9	0&7	-5&-3
Cc1ccc(Cc2nsc(N(CCC(=O)N3CCN(Cc4ccc5c(c4)OCO5)CC3)Cc3ccco3)n2)cc1	-3	-10	-10
CCC1CN(Cc2ccnn2-c2ccccc2)CCN1C(C)C (stereo unspecified)	x	-4	-8
Cc1csc(CNC(=O)Nc2cccc(-c3noc(=O)[nH]3)c2)n1	1	2	9
COc1ccc(S(=O)(=O)NCCNc2cc(-n3ccnc3C)nc(C)n2)cc1Cl	-10	-12	-2
COCCOC(=O)C1=C(C)N(C)C(=S)NC1c1cccc(NC(=O)Nc2cc(OC)cc(OC)c2)c1 (stereo unspecified)	-5	-1	-7
Cc1cc(C=CC(=O)Nc2ccc3[nH]c(=O)[nH]c3c2)c(C)n1C1CCCCC1	x	0	-6
O=C(CN1C(=O)c2ccc([N+](=O)[O-])cc2C1=O)Nc1ccc(F)cc1	-6	5	2
COC(=O)/C=C/c1ccc(OS(=O)(=O)c2cc(Cl)ccc2Cl)cc1	x	7	-2
COc1cc(-c2ccnc(N3CCN(C(=O)C(C)(C)OC(C)=O)CC3)n2)cc(OC)c1OC	-8	10	-3
Cc1csc2nc(CSc3nnc(-c4ccco4)n3C)cc(=O)n12	x	-5	-6
COc1cc2c(cc1O)C(SC)=NC(C)(C)C2	x	5	4
COC(=O)C1=C(C)NC2=C(C(=O)CC(C)(C)C2)C1c1cccs1 (stereo unspecified)	-6	3	-11
COc1ccc(C(C)NC(=O)N2CCC(Nc3ccc(C)cc3)CC2)c(OC)c1 (stereo unspecified)	x	9	-9
O=S(=O)(NCc1ccccc1Cl)c1ccc(Cl)c(Cl)c1	-7	-4	-7
COc1ccc(S(=O)(=O)NCCc2nnc3ccc(SCC(N)=O)nn23)cc1	-7	5	-2
CCOC(=O)CN1C(=O)CSC1=CC#N	x	3	20

Some values from the entries so far:
Cc1csc2nc(CSc3nnc(-c4ccco4)n3C)cc(=O)n12 | hcGAS inh: -6
CCOC(=O)CN1C(=O)CSC1=CC#N | hcGAS inh: 20

The listing continues.
SMILES	mcGAS inh	NPYLR7 ag	hcGAS inh
COc1ccc2oc(=O)c(C(=O)Nc3cc(Cl)ccc3OC)cc2c1	0	-10	1
O=C(NCC(c1ccccn1)N1CCOCC1)c1cn(-c2ccccc2)nn1 (stereo unspecified)	-9	4	-3
CN(C)S(=O)(=O)c1cccc(C(=O)NCC2CCCCC2)c1	-6	4	-10
Cc1cc(C)n(-c2ccc(C(=O)NCCc3c[nH]c4ccccc34)cc2)n1	-3	15	-6
CS(=O)(=O)NCc1ccc(C(=O)NCC#Cc2ccccc2)o1	x	1	-6
O=C1NC(=S)N/C1=C/c1ccc(OCc2ccc(Cl)cc2Cl)cc1	3	-12	3
CSc1ncccc1C(=O)N1CCCC(Nc2ccc3c(c2)OCO3)C1 (stereo unspecified)	x	-2	-8
O=C(c1ccc(Oc2ccccc2)cc1)C1CCCN(C(=O)c2ccc3nccnc3c2)C1 (stereo unspecified)	-4	3	-2
C/C(CC(=O)Nc1ccccc1C(F)(F)F)=N/NC(=O)CC#N	-8	-4	-7
NS(=O)(=O)c1cc(C(=O)Nc2cccc(OC3CCCC3)c2)cs1	x	5	-4
CCOc1ccc(N2CCN(C(=O)Cc3ccccc3)C(C)C2=O)cc1 (stereo unspecified)	x	2	3
COCC1(NC(=O)C2CCCCn3nnnc32)CCCC1 (stereo unspecified)	1	2	3
Cc1ccc(-n2ncc3c(C(C)C)nn(CC(=O)N4CCOCC4)c(=O)c32)cc1C	x	6	-8
O=C(CC1(O)CCCCC1)NCCc1ccc2ccccc2c1	-18	-5	-10
CCOCCCn1c(SCc2ccc(C(=O)OC)cc2OC)nc2cc(S(=O)(=O)N3CCCC(C)C3)ccc21 (stereo unspecified)	-2	27	-6
Cc1nc(CSCC(=O)O)cs1	x	4	4
CCSc1ccc(NC(=O)NCc2ccncc2)cn1	-17	4	-7
Cc1cccc(N2CCN(S(=O)(=O)c3nn(Cc4ccccn4)cc3C(=O)O)CC2)c1	x	-9	-2
Cc1nc(C(C#N)=Cc2ccco2)sc1-c1ccccc1	x	2	-2
Cc1c(C(=O)NCc2ccc(C(C)C)cc2)sc(=O)n1Cc1ccccc1F	x	1	-5
O=C(C1CC1)N1CCCC(N2CCN(CCOc3ccccc3)CC2)C1 (stereo unspecified)	x	3	-1
CCOC(=O)C1(CCc2ccccc2)CCN(Cc2cc(CC(C)C)n[nH]2)CC1	-9	8	-8
CC(C)CCNC(=O)c1cccnc1N1CCCC1	x	13	-15
NC1CCC(C2CC(=O)Nc3c2cnn3-c2ccccc2)CC1 (stereo unspecified)	-10	8	-6
Cc1cccc(C(=O)N(Cc2cc(NC(=O)c3cccc(F)c3)ccc2N(C)C)C(C)c2ccccc2)c1 (stereo unspecified)	-5	20	-5
CC(=O)Nc1cc(NC(=O)NCc2scnc2C)c(F)cc1F	x	-10	0
COc1cccc(-c2cc3c(Nc4cccc(O)c4)nccc3[nH]2)c1	-5	11	0
CCC(CO)Nc1nc(C)nc2sc3c(c12)CCCC3 (stereo unspecified)	-3	1	-9
Cc1oc(-c2ccccc2)nc1CN1CC(C(N)=O)CCC1C (stereo unspecified)	x	-4	0
Cc1nc(-c2cccs2)c(CC(=O)O)s1	-2	1	-2
COC(=O)c1ccc(CN2CCCC(C(=O)c3ccc(OC)c(F)c3)C2)cc1 (stereo unspecified)	x	8	-8
CN1C(=O)C2(NC(CCC(=O)O)C3C(=O)N(c4ccccc4)C(=O)C32)c2ccccc21 (stereo unspecified)	x	-4	-13
O=C(NCC1CCCN(S(=O)(=O)c2ccsc2)C1)c1ccco1 (stereo unspecified)	-6	0&0	3&-4
OC(CSc1nc2n(n1)CNc1ccccc1-2)c1ccccc1 (stereo unspecified)	x	4	-1
O=C(c1ccccc1Cc1ccc(Cl)cc1)N1CCOC(C(F)(F)F)C1 (stereo unspecified)	x	5	-4
CCOP(=O)(NC(NNC(=S)Nc1ccccc1)(C(F)(F)F)C(F)(F)F)OCC	-8	-8	-6
CCc1ncc(C(=O)NCCc2c(C)nn(CC)c2C)cn1	-11	14	-9
O=C(c1c(F)cccc1Cl)N1CC(c2ccncc2)C1	-1	-1	-3
CCN(Cc1nc(COC)no1)C(=O)c1ccc(Cl)s1	-6	-4	0
O=C1CCCc2c1nc(-c1ccccc1)n2O	x	25	-7
CCc1ccc(C(=O)N2CCCSC2=NCC(C)C)cc1	x	3	-10
CC(Nc1ccc2nnnn2n1)c1ccc(Cl)cc1Cl (stereo unspecified)	x	3	-11
COCc1nc(-c2ccccc2)nc(N2CCN(C(=O)N(C)C)CC2)c1Cc1cccc(Cl)c1	-7	7	-6
CCOC(=O)c1cc(C#N)c(SCC(=O)O)[nH]c1=O	x	5	8
Cc1ccc(CN(C(=O)c2cc3cc(Cl)ccc3[nH]2)C(C)C)o1	x	118*	-6
O=C1c2cc(Cl)c(Cl)cc2C(=O)N1CNc1cccc(Cl)c1Cl	1	-10	5
CC(C)n1ncc2cc(N)cnc21	x	3	-8
OCC1(CC2CCCCO2)CCNCC1 (stereo unspecified)	x	1	-2
COc1ccc(CNC(=O)COc2ccc(C)c3c2C(=O)CC3C)cc1OC (stereo unspecified)	x	17	-10
CC1CCN(C(CNC(=O)N2CCC(C#N)CC2)c2ccccc2)CC1 (stereo unspecified)	x	5	-8

Next part
SMILES	mcGAS inh	NPYLR7 ag	hcGAS inh
COc1ccc(OCCCn2c(CN(C)C(=O)c3ccco3)nc3ccccc32)cc1	x	-10	-4
Cn1c(=NC(=O)c2cc(Cl)sc2Cl)sc2cc(F)ccc21	x	1	-9
CS(=O)(=O)NCC1CCN(C2CSCCSC2)C1 (stereo unspecified)	x	1	-3
CC(C)(C)OC(=O)N1CCC(C(=O)O)CC1	x	-9	5
